Screening data from PubChem.
GRK2 inh: inhibitors of human GRK2 displacing RNA aptamer. inhibition of aptamer binding, % at 10 µM. bead flow cytometry, FAM-aptamer displacement from GRK2. 330,000 compounds, 0.59% hits. P25098;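 active = inhibition of aptamer binding above 40%, roughly 3 SD of noise, on plates passing a quality check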;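 also: median bead fluorescence of bound FAM aptamer so fluorescent compounds give negative values; no value below 0 was filed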
AGP1 TOR yeast: modulators of TOR pathway AGP1-GFP in S. cerevisiae; GFP response vs DMSO, % at 10 µM; 320,000 compounds, 0.02% hits; S. cerevisiae AGP1-GFP multiplex flow cytometry, 3 h; GFP as percent of DMSO wells;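 active = GFP response relative to DMSO above a set limit, near screen average plus 3 SD, cut at about 150% in these data; inconclusive = fewer than 70 cells counted for the yeast strain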;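 also: median GFP channel fluorescence of the gated AGP1 strain per well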
CIT2-GFP yeast: modulators of TOR pathway CIT2-GFP in S. cerevisiae; S. cerevisiae CIT2-GFP strain, flow cytometry, 3 h; 100 means same as DMSO wells; GFP response vs DMSO, % at 10 µM; 320,000 compounds, 0.065% hits; AID 2029;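 active = GFP response relative to DMSO above a set limit, near the screen mean plus 3 SD, cut at about 150% in these data; inconclusive = Fewer than 70 cells measured for a yeast strain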;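 also: ratio of well median GFP fluorescence to mean of DMSO wells on the plate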
VLA-4 inh: inhibition in a human VLA-4 binding assay | P13612 | VLA-4 expressing cells, ligand binding flow cytometry | inhibition, % (about 7 µM as worked out from the volumes in the protocol) | 330,000 compounds, 0.2% hits; in the data active = inhibition above about 50%
Target sequence (P13612 whole entry, looked up): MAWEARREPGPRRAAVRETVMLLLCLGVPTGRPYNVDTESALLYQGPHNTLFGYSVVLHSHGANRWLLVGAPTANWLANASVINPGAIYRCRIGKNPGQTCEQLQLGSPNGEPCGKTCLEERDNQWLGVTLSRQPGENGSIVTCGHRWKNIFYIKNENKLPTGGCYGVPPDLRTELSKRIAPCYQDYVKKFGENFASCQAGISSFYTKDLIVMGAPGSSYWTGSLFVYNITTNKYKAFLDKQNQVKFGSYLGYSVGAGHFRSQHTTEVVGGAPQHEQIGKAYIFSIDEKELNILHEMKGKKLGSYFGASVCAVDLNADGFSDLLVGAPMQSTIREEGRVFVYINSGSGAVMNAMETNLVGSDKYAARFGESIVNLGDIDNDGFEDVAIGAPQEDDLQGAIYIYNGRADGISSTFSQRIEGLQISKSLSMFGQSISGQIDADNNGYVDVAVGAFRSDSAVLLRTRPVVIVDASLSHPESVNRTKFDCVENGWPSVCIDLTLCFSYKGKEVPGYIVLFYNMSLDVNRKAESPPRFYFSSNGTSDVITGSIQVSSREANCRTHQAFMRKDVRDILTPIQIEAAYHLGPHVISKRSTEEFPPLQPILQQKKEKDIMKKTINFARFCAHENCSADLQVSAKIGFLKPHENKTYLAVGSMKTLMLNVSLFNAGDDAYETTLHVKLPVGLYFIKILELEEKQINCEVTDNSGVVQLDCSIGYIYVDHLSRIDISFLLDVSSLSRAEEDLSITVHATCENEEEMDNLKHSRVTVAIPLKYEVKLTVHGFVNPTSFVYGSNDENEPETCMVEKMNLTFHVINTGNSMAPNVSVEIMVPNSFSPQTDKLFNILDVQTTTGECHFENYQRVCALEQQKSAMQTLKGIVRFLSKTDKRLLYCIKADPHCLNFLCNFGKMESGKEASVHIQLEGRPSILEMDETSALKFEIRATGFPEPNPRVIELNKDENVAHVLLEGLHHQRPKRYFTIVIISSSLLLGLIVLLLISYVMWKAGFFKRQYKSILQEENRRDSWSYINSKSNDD
RPL19A TOR yeast: modulators of TOR pathway RPL19A-GFP in S. cerevisiae; S. cerevisiae RPL19A-GFP strain, flow cytometry, 3 h; active compounds read low; percent response vs DMSO, % at 10 µM; 330,000 compounds, 0.3% hits;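 active = percent response vs DMSO below 50%; inconclusive = fewer than 70 events counted for the yeast strain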;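 also: median channel GFP fluorescence of the barcoded RPL19A-GFP strain; ratio of sample median GFP to plate DMSO average so 100% = DMSO; lower means less RPL19A-GFP as with rapamycin TOR inhibition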
MEP2 TOR yeast: alters MEP2-GFP fluorescence in TOR pathway yeast screen; S. cerevisiae MEP2-GFP strain, flow cytometry GFP, 3 h; 100% = DMSO control level; GFP response vs DMSO, % at 10 µM; 330,000 compounds, 0.51% hits;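 active = GFP response versus DMSO above a set limit, roughly screen mean plus 3 SD, cut at about 180% in these data; inconclusive = fewer than 70 cells counted for a yeast strain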;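 also: median GFP fluorescence of the barcode-gated MEP2-GFP cells per well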
JMJD2C inh: human JMJD2C demethylase inhibition. Q9H3R0. GST-JMJD2C(1-420) H3K9me3 demethylation, DELFIA europium. inhibition, % at 2.35 µM. 330,000 compounds, 0.069% hits. AID 2099;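 active = more than half of a compound's replicate wells show inhibition beyond 50%, single wells judged on their own value; inconclusive = some, but no more than half, of replicates pass 50% inhibition; inactive = no replicate passes 50% inhibition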;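 also: signal counts dimethyl H3K9 product captured on neutravidin plate; 0% = median of DMSO wells and 100% = 0.3 times that DMSO median; strong numbers were not always called active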
LAP4-GFP MLPCN: modulators of TOR pathway LAP4-GFP in S. cerevisiae; S. cerevisiae LAP4-GFP multiplex, flow cytometry GFP, 3 h; median GFP as percent of DMSO wells; GFP response vs DMSO, % at 10 µM; 320,000 compounds, 0.34% hits; AID 2023;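 active = GFP response vs DMSO above a set limit, about the screen mean plus 3 SD, cut at about 150% in these data; inconclusive = under 70 cell events counted for the yeast strain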
* hit, by the source's call; ? = inconclusive; . = no result given; & = joins results of further samples.

Every second line gives: GRK2 inh	AGP1 TOR yeast	CIT2-GFP yeast	VLA-4 inh	RPL19A TOR yeast	MEP2 TOR yeast	JMJD2C inh	LAP4-GFP MLPCN
[1] Cc1ccc2oc(C(=O)N(Cc3nccn3C)C(C)C)c(C)c2c1
    0	103	101	-82	98	104	-9	93
[2] CC(C)CN(C(=O)COC(=O)c1ccc2ccccc2n1)C1CCS(=O)(=O)C1 (centres undefined)
    0	92	91	2	99	92	-6	94
[3] CC[C@@]12C(=O)N(c3cccc(F)c3)C(=O)N1[C@H](c1ccc(F)cc1)[C@@H]1C(=O)N(C3CCCCC3)C(=O)[C@@H]12
    2	98	96	22	109	105	5	104
[4] COc1ccc(CCNC(=O)CSCc2ccc(F)cc2)cc1OC
    3	108	104	31	108	101	7	100
[5] Cc1cc(=O)n2nc(N3CCC(C(=O)N4CCN(C)CC4)CC3)sc2n1
    0	100	105	-10	97	100	5	96
[6] Cn1c(SCC(=O)OC2CCCCC2)nnc1-c1ccc(S(=O)(=O)N2CCCC2)cc1
    0	102	103	-7	102	104	30	103
[7] CCOC(=O)c1ccc(-c2c(-c3ccccc3OC)sc3ccc(OC)cc23)cc1F
    5	101	89	19	112	97	3	93
[8] O=C(NCc1ccccc1)NS(=O)(=O)c1ccccc1Cl
    0	100	90	0	99	106	-2	102
[9] Cc1cc2ncc(S(=O)(=O)c3ccccc3)c(N)n2n1
    0	109	106	-8	105	115	-13	116
[10] Cn1c(=O)c2c(O)cc(=O)n(-c3ccccc3)c2n(C)c1=O
    0	103	83	7	97	83	-8	82
[11] O=C(O)c1cnn2c1NC(c1cccs1)CC2C(F)(F)F (centres undefined)
    5	?	?	3	?	?	-5	?
[12] O=C(C1CCCN(c2ncnc3c2nc2n3CCCCC2)C1)N1CCCCC1 (centres undefined)
    0	71	91	-13	75	83	16	73
[13] Cc1ccc(C(=O)NCCN2CCOCC2)cc1C
    .	98	97	8	102	104	1	96
[14] O=c1c2ccccc2nc(SCc2ccc(F)cc2Cl)n1CCCN1CCOCC1
    0	101	93	6	100	102	22	93
[15] COc1ccc(-n2nc(C(=O)NCC(=O)NC3CCCCCC3)c3ccccc3c2=O)c(OC)c1
    0	105	101	19	101	103	18	110

Carrying on.
Every second line gives: GRK2 inh	AGP1 TOR yeast	CIT2-GFP yeast	VLA-4 inh	RPL19A TOR yeast	MEP2 TOR yeast	JMJD2C inh	LAP4-GFP MLPCN
[16] CN(Cc1ccccc1)C(=O)CSc1n[nH]c(N)n1
    0	104	108	5	102	105	-3	90
[17] CC(=O)Nc1cc2nc(C)n(Cc3ccccc3)c2nc1C
    0	97	99	24	102	98	4	95
[18] O=C(CN1C(=O)C2CC=CCC2C1=O)Nc1nc(-c2ccc(F)c(F)c2)cs1 (centres undefined)
    1	105	99	5	101	99	1	101
[19] CC(NC(=O)C1CCN(S(=O)(=O)c2ccc(Br)s2)CC1)c1ccccc1 (centres undefined)
    0	91	93	2	94	100	-22	88
[20] CC1CCCC(n2c(=S)[nH]c3ccccc3c2=O)C1C (centres undefined)
    0	97	97	-3	100	101	19	103
[21] COc1cc(/C=C/C(=O)Nc2ccc(C(C)=O)cc2)cc(OC)c1OC
    1	90	98	5	100	100	-1	85
[22] CN(CC(=O)Nc1ccccc1Cl)C(=O)c1cc(C2CC2)nn1-c1ccccc1
    0	96	89	5	98	94	5	107
[23] CN(C)/C(CN1CCN(C=O)CC1)=C1\N=C(c2ccccc2)OC1=O
    7	99	93	6	98	103	-6	99
[24] COCCNc1nnc(SCC(=O)NNC(=O)c2ccco2)s1
    3	114	108	2	105	105	2	114
[25] CCOc1ccc(OCC)c(NC(=O)CN2CCN(c3cccc(C)c3)C(C)C2)c1 (centres undefined)
    5	100	95	12	96	95	4	106
[26] c1ccc(-c2nc(-c3ccncc3)n[nH]2)nc1
    2	116	100	-1	104	101	0	113
[27] Cc1cccc(N2CCN(C(=O)NCc3ccc(F)cc3)CC2)c1C
    1	96	102	3	107	108	3	118
[28] O=C(NCCCN1CCC(Cc2ccccc2)CC1)C1CCN(S(=O)(=O)N2CCC3(CC2)OCCO3)CC1
    0	109	110	-5	99	100	10	?
[29] COCCNC(=O)CCN1N=C(c2ccccc2)CCC1=O
    0	100	107	-19	102	107	-4	97
[30] Cc1c(NC(=O)c2cccc(NC(=O)Cc3ccc(F)cc3)c2)c(=O)n(-c2ccccc2)n1C
    1	96	93	7	97	100	5	100

(further entries)
Every second line gives: GRK2 inh	AGP1 TOR yeast	CIT2-GFP yeast	VLA-4 inh	RPL19A TOR yeast	MEP2 TOR yeast	JMJD2C inh	LAP4-GFP MLPCN
[31] N#Cc1cccc(C#N)c1NCC1CCCO1 (centres undefined)
    4	101	111	8	104	104	-7	85
[32] COc1ccccc1CC(=O)Nc1ccc(S(=O)(=O)N2CCOCC2)cc1
    2	102	101	12	102	105	3	104
[33] COc1ccc(CCNC(=O)C2CCN(C(=O)c3cccc(Cl)c3)CC2)cc1OC
    2	98	107	18	105	104	19	82
[34] CCOc1ccc(C(=O)N/N=C(\c2ccccc2)c2ccccn2)cc1
    0	97	97	9	99	103	-3	104
[35] COc1cccc(C2=NN(C(=O)c3ccco3)C(O)(C(F)(F)F)C2)c1 (centres undefined)
    0	98	102	-8	99	104	36	100
[36] CC1CCCN(C(=O)c2ccccc2OC2CCN(S(C)(=O)=O)CC2)C1 (centres undefined)
    0	111	94	0	111	102	-8	100
[37] CCOC(=O)/C(N=Nc1cc(C(=O)O)cc(C(=O)O)c1)=C(\O)CCl
    3	98	91	-2	102	106	-24	101
[38] Cc1cccc(C)c1N(CC(=O)N1CCCC1)S(C)(=O)=O
    6	101	104	-1	99	104	11	100
[39] O=C(COC(=O)c1ccccc1F)NNC(=O)c1ccccc1
    0	102	97	-2	98	96	-1	103
[40] COc1ccc(N2CC(NC(=O)N3CCc4ccccc43)CC2=O)cc1OC (centres undefined)
    0	101	103	-1	98	107	6	100
[41] O=C1CCN(Cc2ccccc2)CCN1[C@H](COc1ccccc1)c1ccccc1
    0	101	97	13	103	108	-4	101
[42] C=CCNC(=O)c1cc(-c2ccccc2O)on1
    0	103	116	-4	95	101	-8	103
[43] CCc1sc(C(=O)Nc2cccc(-n3cnnn3)c2)cc1C
    1	99	87	7	99	100	3	109
[44] Cc1cc(C)c(OCC(=O)Nc2ccccc2N2CCCCC2)c(C)c1
    0	91	88	3	94	99	7	101
[45] O=C(Nc1nc2ccc(F)cc2s1)C1CCN(S(=O)(=O)c2cc([N+](=O)[O-])ccc2Cl)CC1
    4	101	98	3	107	109	2	97

Next part:
Every second line gives: GRK2 inh	AGP1 TOR yeast	CIT2-GFP yeast	VLA-4 inh	RPL19A TOR yeast	MEP2 TOR yeast	JMJD2C inh	LAP4-GFP MLPCN
[46] CC1=NN(C(=O)c2ccc(Cn3cc([N+](=O)[O-])cn3)cc2)C(O)(C(F)(F)F)C1 (centres undefined)
    0	106	107	8	106	106	2	93
[47] O=C(Cn1c2ccccc2c(=O)c2ccccc21)Nc1ccccc1F
    1	91	97	20	103	95	3	88
[48] O=c1oc2ccccc2c(Nc2ccc(O)cc2)c1[N+](=O)[O-]
    1	103	109	14	101	101	22	102
[49] O=C(c1ccccc1)N1CCCCC(Sc2nnnn2-c2ccccc2)C1=O (centres undefined)
    3	72	60	4	103	93	6&3	89
[50] Cc1nc2ccccn2c1C(=O)/C=C/c1ccc(F)cc1
    0	101	105	8	101	100	7	118
[51] COc1ccccc1CCNC(=O)c1ccc(C)o1
    1	104	102	2	96	102	36	101
[52] Cc1coc2c1C(=O)C(=O)c1c-2ccc2c(C)cccc12
    5	84	85	-2	99	94	5	128
[53] Cc1nccn1CC(=O)N/N=C/c1ccc(O)c(O)c1
    0	109	112	5	103	105	-7	99
[54] CCCCCCN1C(=O)C(O)=C(C(C)=O)C1c1ccc(Cl)cc1 (centres undefined)
    4	99	88	3	100	105	10	96
[55] O=C(CC1CCCCC1)NCc1ccccn1
    1	99	96	13	99	92	9	98
[56] CC(C)Cc1cc(CNC(=O)C2CCC(=O)N(CCc3cccc(F)c3)C2)on1 (centres undefined)
    0	91	97	-1	94	100	0	87
[57] Brc1c(CSc2nncn2-c2ccccc2)nc2ncccn12
    0	99	98	6	93	95	-2	87
[58] COc1cccc(NC(=O)C2CCCN2C(=O)NC2CCCCC2)c1 (centres undefined)
    0	102	111	9	100	105	9	92
[59] CCN(CC(=O)NCc1cccs1)C(=O)c1cc(Br)ccc1O
    0	88	82	3	91	88	-11	91
[60] CCOc1ccccc1CNS(=O)(=O)c1ccc2c(c1)C(C)(C)C(=O)N2C
    1	104	100	8	100	104	13	105

The list goes on.
Every second line gives: GRK2 inh	AGP1 TOR yeast	CIT2-GFP yeast	VLA-4 inh	RPL19A TOR yeast	MEP2 TOR yeast	JMJD2C inh	LAP4-GFP MLPCN
[61] CCNC(=O)CSc1ncnc2sccc12
    0	97	90	-13	97	95	1	98
[62] Cc1nc(N)sc1C(=O)NN
    0	101	96	1	103	105	12	111
[63] Cc1ccc(S(=O)(=O)NCCC(=O)OCC(=O)N(Cc2ccccc2)C(C)(C)C)cc1
    0	104	101	-13	99	97	0	103
[64] Cc1ccccc1NC(=S)N1CCOCC1
    5	104	108	11	108	111	0	95
[65] O=C(Nc1ccnn1C1CCN(CCCc2ccccc2)CC1)c1ccccc1Cl
    0	92	91	32	96	93	6	87
[66] O=C(NCCc1ccccn1)c1cc(-c2ccc(Cl)cc2)nc2ccccc12
    0	94	99	21	101	98	-3	96
[67] CCOC(=O)C(C#N)(Cc1cc(OC)cc(OC)c1)Cc1cc(OC)cc(OC)c1
    0	96	104	1	100	92	15	107
[68] COc1ccc(C(=O)NNC(=O)C(=O)NC(C)c2ccccc2)cc1OC (centres undefined)
    0	100	98	0	99	98	13	88
[69] Cc1cc(C)nc(Nc2nc(C)c3cc4c(cc3n2)OCO4)n1
    1	107	107	-11	100	112	-7	105
[70] CN1C2C=C3C(C#N)=C(N)C(C#N)(C#N)[C@@H](c4ccc(Cl)cc4)[C@@H]3C1CC2 (some centres undefined)
    0	102	97	8	99	97	-5	97
[71] Cc1cc(C)nc(SCC(=O)Nc2nccs2)n1
    0	97	93	19	100	103	-3	97
[72] O=C(Cn1nnc(-c2ccccc2Cl)n1)NCc1ccc2c(c1)OCO2
    3	92	90	5	91	94	-6	92
